RAD52 inh: RAD52 DNA annealing inhibitors, primary screen, biochemical, FRET, single point, set 2; 0.46% of 360,000 active; AID 651710, 2012; recombinant RAD52 DNA annealing, FRET fluorescence; inhibition, % at 18.7 µM;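 active = every replicate showing at least 50% inhibition; inconclusive = mean inhibition at least 50% but not in every replicate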
Target sequence (P43351 whole entry, looked up): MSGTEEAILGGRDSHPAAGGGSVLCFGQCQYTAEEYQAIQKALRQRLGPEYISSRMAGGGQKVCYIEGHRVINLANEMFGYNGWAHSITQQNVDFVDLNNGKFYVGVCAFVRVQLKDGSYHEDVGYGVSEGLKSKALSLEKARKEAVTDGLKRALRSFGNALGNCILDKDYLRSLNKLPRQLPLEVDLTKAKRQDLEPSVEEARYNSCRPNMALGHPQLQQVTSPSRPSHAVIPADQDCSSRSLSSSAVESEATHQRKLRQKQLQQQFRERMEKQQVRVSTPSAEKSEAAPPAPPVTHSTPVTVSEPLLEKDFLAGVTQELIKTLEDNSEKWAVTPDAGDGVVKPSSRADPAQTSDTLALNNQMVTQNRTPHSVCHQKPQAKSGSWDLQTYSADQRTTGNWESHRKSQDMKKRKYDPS
ERAP1 HTS inh: human ERAP1 aminopeptidase inhibitors, primary screen, biochemical, single point, plate reader; recombinant ERAP1, Leu-AMC fluorescence, 60 min; inhibition, % at 10.7 µM; 0.15% of 340,000 active; AID 652197, 2013;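 active = mean replicate inhibition of at least 30%, or all replicates individually reaching that 30% level; inactive = mean below 30% and not every replicate reaching it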;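 also: 0% = neutral control wells and 100% = L-leucinethiol positive control wells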
esBAF inh: Bmi1 luciferase reporter increase in mESCs, primary screen, esBAF inhibitor project, mouse ES cells, Bmi1 luciferase knock-in, single point; 24 h; 100% = twice the neutral-well signal; 2% of 350,000 active; reporter increase, % at 12.5 µM; in the data active = activation above about 40%; inconclusive = no clear call, values can overlap the other calls;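 also: 0% = median of the plate's neutral control wells and 100% = double that signal; a rise in the Bmi1 reporter signal indicates esBAF inhibition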
S100A4 inh HTS: inhibitors of S100A4-myosin IIA peptide binding, primary screen, biochemical, fluorescence polarization, TAMRA-MyoIIA peptide; Protein S100-A4 (Homo sapiens), P26447; 0.14% of 360,000 active; AID 652163, 2013; inhibition, % at 10.7 µM;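 active = mean inhibition of at least 70% across replicates, with every replicate also reaching that level; inconclusive = mean inhibition reaches 70% but some replicates fall short; inactive = mean inhibition below 70%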
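Test system: S100A4 monomer protein; Medium: HEPES pH 7.2 with CaCl2, KCl, NaCl, DTT, Triton; Probe or stimulus: TAMRA-labelled myosin IIA heavy-chain peptide probe, 5 nM; Doses: one dose per compound; Times: polarization read 5 min after assay mix addition, stable 5–60 min; Benchmarks: neutral control DMSO, positive control TFP.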
Xi reactivation: activators of inactive X chromosome reactivation, primary screen, imaging, XiGFP fibroblasts, GFP high-content imaging, set 2 | 0.055% of 360,000 active | AID 743238, 2013 | XiGFP mouse fibroblasts, % GFP-positive cells imaging, 3 d; cells co-treated with 5-aza-dC sensitizer; scaled so ellipticine positive control = 100% | activation, % at 7.58 µM;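 active = mean normalized replicate activation at least 10% and every replicate at or above 10%; inconclusive = only one of the two criteria met; inactive = mean below 10% and not all replicates reach 10%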;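 also: 0% = median of on-plate neutral control wells and 100% = ellipticine 6 µM median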
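Material: SV40-immortalized XiGFP fibroblast cells, line 68-5-11 | Buffer or medium: DMEM containing 5-aza-dC | Dosing: One concentration, pinned | Times: 3 d treatment, 15 min room-temperature fixation | Controls: Ellipticine 6 µM positive control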
ERp5 block: inhibitors of ERp5-driven insulin aggregation, primary screen, biochemical, turbidity, absorbance 650 nm, single point; Protein disulfide-isomerase A6 (Homo sapiens), Q15084; 90 min; inhibition, % at 9.99 µM; 0.05% of 350,000 active;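 active = mean replicate inhibition above about 25%, with every replicate also reaching it, limit read from the data, passing the limit was not always enough; inconclusive = only one of those two criteria met; inactive = neither criterion met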
RAD54 branch: inhibitors of human RAD54 branch migration, primary screen, biochemical, fluorescence, single point; RAD54 Holliday junction branch migration, FAM/BHQ fluorescence; inhibition, % at 10.4 µM; 0.14% of 360,000 active; AID 602329, 2012;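 active = mean normalized replicate activity at least 40 and at least half of replicates scoring 40 or more; inconclusive = only one of the two criteria met; inactive = mean below 40 and under half of replicates reaching 40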;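 also: 0% = median of neutral control wells and 100% = median of positive control wells; inhibitors cause a drop in the FAM fluorescence signal; in these data hits start at about 50%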
E-sel inducer: E-selectin induction in HUVECs, primary screen, imaging, HUVEC, immunofluorescence imaging, single point; P16581; normalized: neutral wells 0, TNF-alpha wells 100; activation, % at 7.58 µM; 0.37% of 260,000 active;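 active = mean E-selectin-positive cell signal at least 10% of the positive control, reached in at least 60% of replicates, without over 20% cell loss; inconclusive = no rule given, readout overlaps actives, possibly toxicity-flagged; inactive = the rest, including those meeting only one limit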;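 also: in these data hits start at about 27%; measured in HUVEC primary endothelial cells; signal is the percent of cells scored E-selectin positive by PE staining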
Target sequence (P16581 whole entry, looked up): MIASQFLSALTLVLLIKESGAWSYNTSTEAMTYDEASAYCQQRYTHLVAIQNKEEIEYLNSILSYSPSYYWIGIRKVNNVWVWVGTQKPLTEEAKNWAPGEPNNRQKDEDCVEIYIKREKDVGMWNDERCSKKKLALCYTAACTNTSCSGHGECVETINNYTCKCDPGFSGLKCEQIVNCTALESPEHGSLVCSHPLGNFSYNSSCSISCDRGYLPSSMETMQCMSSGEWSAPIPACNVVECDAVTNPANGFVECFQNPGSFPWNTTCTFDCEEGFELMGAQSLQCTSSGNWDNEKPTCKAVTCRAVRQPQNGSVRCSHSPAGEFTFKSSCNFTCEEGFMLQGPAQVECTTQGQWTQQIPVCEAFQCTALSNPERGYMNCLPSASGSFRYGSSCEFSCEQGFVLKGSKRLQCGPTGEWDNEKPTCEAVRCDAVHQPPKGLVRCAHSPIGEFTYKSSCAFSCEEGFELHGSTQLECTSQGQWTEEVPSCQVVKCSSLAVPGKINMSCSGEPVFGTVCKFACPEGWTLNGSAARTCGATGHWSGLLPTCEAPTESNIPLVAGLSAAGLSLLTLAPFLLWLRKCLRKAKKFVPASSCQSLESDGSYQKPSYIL
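System: HUVEC, human umbilical vein endothelial cells; quantity: 3,000 cells/well; buffer or medium: EGM-2 medium, gelatin-coated wells; dosing: single-point compound dose; detection: immunofluorescence imaging; evaluation: % PE-positive cells; benchmarks: TNF-alpha, DMSO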
* = called active by the depositor; u = inconclusive; x = not tested or not shown; & = joins results of further samples. Rows are unselected. Share with any hit: about 2.5%.

Start of the listing, in advance:
entry	SMILES	RAD52 inh	ERAP1 HTS inh	esBAF inh	S100A4 inh HTS
1	C[C@H](O)C#Cc1ccc([C@@H]2[C@H]3CN(CC4CCOCC4)CCCCN3[C@H]2CO)cc1	-12	-1	x	-8
2	COc1ccc(S(=O)(=O)Nc2ccc3c(c2)C(=O)N([C@H](C)CO)C[C@@H](C)[C@@H](CN(C)C(=O)NC(C)C)OCCCC[C@@H](C)O3)cc1	17	-3	-1	-39
3	N#CCCN(C(=O)COC(=O)CCc1nc2ccccc2c(=O)[nH]1)c1ccccc1F	-5	4	-1	8
4	COCCN(C(=O)C1=COCCO1)c1c(N)n(Cc2ccccc2)c(=O)[nH]c1=O	-14	-1	-1	-12
5	C[C@H](NC(=O)c1nc[nH]c1C(=O)N1CCN(C(=O)OC(C)(C)C)CC1)c1ccccc1	7	x	1	0

entry	Xi reactivation	ERp5 block	RAD54 branch	E-sel inducer
1	-0.1	2	-3	-0.5
2	-0.6	-1	0	-0.5
3	0.0	7	3	-1.5
4	0.3	-2	-5	x
5	0.2	-4	-13	0.7

All compounds of this part, from the start:
entry	SMILES	RAD52 inh	ERAP1 HTS inh	esBAF inh	S100A4 inh HTS
1	C[C@H](O)C#Cc1ccc([C@@H]2[C@H]3CN(CC4CCOCC4)CCCCN3[C@H]2CO)cc1	-12	-1	x	-8
2	COc1ccc(S(=O)(=O)Nc2ccc3c(c2)C(=O)N([C@H](C)CO)C[C@@H](C)[C@@H](CN(C)C(=O)NC(C)C)OCCCC[C@@H](C)O3)cc1	17	-3	-1	-39
3	N#CCCN(C(=O)COC(=O)CCc1nc2ccccc2c(=O)[nH]1)c1ccccc1F	-5	4	-1	8
4	COCCN(C(=O)C1=COCCO1)c1c(N)n(Cc2ccccc2)c(=O)[nH]c1=O	-14	-1	-1	-12
5	C[C@H](NC(=O)c1nc[nH]c1C(=O)N1CCN(C(=O)OC(C)(C)C)CC1)c1ccccc1	7	x	1	0
6	O=S(=O)(c1ccc(Br)cc1)N1CCC2(CC1)OCCO2	-19	-5	-2	-3
7	COc1cccc(S(=O)(=O)N[C@H]2C=C[C@@H](CC(=O)NC3Cc4ccccc4C3)O[C@@H]2CO)c1	-13	-3	-1	-3
8	CCCCn1c(N)c(N(CCOC)C(=O)COC(=O)c2cc(CC)c(C)s2)c(=O)[nH]c1=O	8	2	-1	0
9	CN(C)S(=O)(=O)c1ccc(Cl)c(NC(=O)COC(=O)/C=C/c2ccco2)c1	-16	7	1	-7
10	CCc1ccc2nc(N(CCCN(C)C)C(=O)c3ccc(S(=O)(=O)N4CCCC4)cc3)sc2c1	21	-3	x	2
11	C[C@H](NS(=O)(=O)c1ccc2c(c1)OCCCO2)C(=O)N1CCN(c2ccc(F)cc2)CC1	-10	1	-13	-3
12	Cn1c([N+](=O)[O-])cnc1COC(N)=O	5	-2	-4	-10
13	OCc1cc(C(O)CNCCCCCCOCCCCc2ccccc2)ccc1O (configuration not stated)	-1	-3	-10	-7
14	O=S(=O)(c1ccc(Cl)cc1)N1CCN(Cc2cccnc2)CC1	-2	1	-7	-7
15	O=C1NC[C@H](Cc2ccc(O)cc2)N(CCc2cccc3ccccc23)C1=O	-8	0	8	3

entry	Xi reactivation	ERp5 block	RAD54 branch	E-sel inducer
1	-0.1	2	-3	-0.5
2	-0.6	-1	0	-0.5
3	0.0	7	3	-1.5
4	0.3	-2	-5	x
5	0.2	-4	-13	0.7
6	-0.1	1	-3	-0.1
7	-0.5	0	-4	-0.2
8	0.0	2	-4	x
9	0.0	-5	5	0.7
10	0.0	-5	1	x
11	0.1	5	-6	x
12	0.0	0	13	1.6
13	0.0	0	8	-1.6
14	0.2	0	5	0.1
15	0.0	4	6	-0.5

Going on with the list:
entry	SMILES	RAD52 inh	ERAP1 HTS inh	esBAF inh	S100A4 inh HTS
16	COc1ccccc1C(=O)NC(=O)COC(=O)c1cccc(NC(C)=O)c1	7	-1	-1	-1
17	CC(=O)C1=C(C)NC(=O)NC1c1ccc2c(c1)OCO2 (configuration not stated)	0	-2	1	-8
18	Cc1nc2c(-c3ccc(F)cc3)c(C)nn2c(C)c1CCC(=O)N1CCN(c2ccc(F)cc2)CC1	4	0	-12	-6
19	COC(=O)C[C@H]1CC[C@@H]2[C@H](COC[C@H](O)CN2S(=O)(=O)c2ccc(F)cc2)O1	8	-3	-9	11
20	CC(C)CC#Cc1ccc2c(c1)O[C@H](CN(C)Cc1ccccc1F)[C@@H](C)CN([C@H](C)CO)S2(=O)=O	-1	-2	-2	1
21	COc1cc(C(=O)N2C[C@H]3CON(C)[C@H]3C[C@H]2c2ccc(N3CCCCC3)cc2)cc(OC)c1OC	-82	x	-3	-24
22	COc1ccc(Br)c(Cn2c(C)c(C(=O)NCc3ccc(F)cc3)sc2=O)c1	-19	x	7	5
23	CCO[C@@H]1OC(C(=O)NCc2ccccc2)=C[C@H](c2csc3ccccc23)[C@H]1CCCO	-20	2	-2	-4
24	CCc1ccc(N(CC(=O)O)S(=O)(=O)c2c(C)noc2C)cc1	-22	0	-2	4
25	COc1ccccc1CNC(=O)C[C@H]1C[C@@H]2c3cc(NC(=O)C4CCC4)ccc3O[C@@H]2[C@@H](CO)O1	2	-1	0	6
26	CCN(CC(=O)NCc1ccccc1Cl)CC(=O)Nc1c(F)cccc1F	-13	x	-9	1
27	CCOC(=O)[C@@H]1[C@H]2COc3cc(OC)ccc3[C@H]2N2C(=O)N(c3ccc(C(F)(F)F)cc3)C(=O)[C@@]12C	-9	-4	-3	2
28	NC(=O)Cc1nc(-c2ccc([N+](=O)[O-])cc2)cs1	-15	-3	x	0
29	CCN(CC)CCN(C(=O)c1ccc2ccccc2c1)c1nc2cc3c(cc2s1)OCO3	61*	0	-1	2
30	COCC(=O)Nc1ccc2c(c1)OC[C@H](C)N(Cc1ccccc1F)C[C@H](C)[C@@H](OC)CN(C)C2=O	28	-4	6	5

entry	Xi reactivation	ERp5 block	RAD54 branch	E-sel inducer
16	0.0	-1	10	-0.1
17	0.0	3	-2	0.0
18	0.4	1	-2	0.0
19	-0.1	-5	-9	-0.1
20	-0.2	-2	10	0.8
21	0.2	-1	-12	-5.7
22	0.0	0	-17	x
23	0.3	17	-6	0.5
24	0.3	11	10	-0.2
25	0.0	-4	-10	0.0
26	0.4	2	5	-0.6
27	0.0	-1	2	0.7
28	0.7	-2	x	x
29	-0.1	1	-2	3.2
30	0.3	2	7	-0.2

(continued)
entry	SMILES	RAD52 inh	ERAP1 HTS inh	esBAF inh	S100A4 inh HTS
31	C[C@H]1CN([C@@H](C)CO)S(=O)(=O)c2ccc(C#CC3(O)CCCC3)cc2O[C@@H]1CN(C)C(=O)c1ccncc1	-2	-4	4	-5
32	COCC(=O)N1C[C@H](C)[C@H](OC)CN(C)C(=O)c2cc(NC(=O)c3ccccc3)ccc2OC[C@H]1C	8	-4	2	-9
33	Cc1ccc2nc(C)cc(Cl)c2c1	-13	2	x	0
34	CC(C)OC(=O)N(C)C[C@@H]1OCc2cnnn2CCCC(=O)N([C@H](C)CO)C[C@@H]1C	-1&-2	-2&-1	1&-3&-1	0&14
35	O=C(OCC(=O)N1CCCC1)c1ccc(S(=O)(=O)N2CCOCC2)cc1	-17	2	-3	1
36	COc1ccc(S(=O)(=O)Nc2ccc3c(c2)C(=O)N([C@@H](C)CO)C[C@@H](C)[C@@H](CN(C)C(=O)Nc2c(C)noc2C)OCCCC[C@@H](C)O3)cc1	-11	-4	-4	11
37	O=C(c1[nH]c(C(F)(F)F)nc1-c1ccccc1)N1CCC(C(O)(c2ccccc2)c2ccccc2)CC1	-20	-1	3	-1
38	COc1ccccc1-n1cc(CN2CCN(C3CCCCC3)C(CCO)C2)cn1 (configuration not stated)	-6	-2	-10	-4
39	COC(=O)c1ccccc1NC(=O)CN(Cc1ccc(Cl)cc1)S(C)(=O)=O	4	0	-13	-1
40	Cc1cc2nc(-c3ccc(Cl)cc3)c(Cc3cccc(Cl)c3)n2c(C)c1Br	-40	x	x	-1
41	CC(C)[C@H](NC(=O)c1ccccc1Cl)C(=O)OCc1cc(=O)n2cc(Br)ccc2n1	-13	1	x	7
42	CCSc1nnc(NC(=O)C(CC)Oc2ccccc2)s1 (configuration not stated)	-12	7	x	-3
43	Cc1cc(C(=O)N/N=C/c2cc(Cl)cc([N+](=O)[O-])c2O)c2ccccc2n1	-17	3	-4	-2
44	CCC(=O)N1[C@H](CO)[C@H](c2ccccc2)[C@@H]1CN(CC)C(=O)c1ccc(F)cc1	-4	3	4	33
45	NC(=O)CN1C(=O)NC(c2ccccc2)(c2ccccc2)C1=O	-6	-2	-6	1

entry	Xi reactivation	ERp5 block	RAD54 branch	E-sel inducer
31	-1.2	4	-9	0.3
32	0.1	-3	14	-0.2
33	0.6	10	x	x
34	-0.1&1.2	-7&-4	-5	-0.2
35	0.1	-4	-4	-3.6
36	0.2	-3	-6	0.3
37	0.1	17	4	x
38	0.2	2	7	-0.1
39	x	2	2	x
40	0.1	-5	x	7.4
41	-0.1	0	x	0.0
42	x	8	x	x
43	0.0	7	-5	x
44	0.0	-1	6	0.0
45	0.1	5	-7	-0.2

The listing continues.
entry	SMILES	RAD52 inh	ERAP1 HTS inh	esBAF inh	S100A4 inh HTS
46	CCCNC(=O)c1ccc(Cn2cc(-c3ccc(OC)cc3)nc2C(C)N)cc1 (configuration not stated)	-2	1	17	-9
47	Cc1cc(OCC(=O)NNC(=O)c2cccnc2)cc(C)c1Cl	-14	-8	4	9
48	Cc1ccc(S(=O)(=O)CCC(=O)OCC(=O)Nc2cc(F)ccc2C)cc1	-1	0	0	-4
49	C[C@@H]1CN([C@@H](C)CO)C(=O)c2cccc(NC(=O)NC3CCCCC3)c2O[C@@H]1CN(C)S(=O)(=O)c1ccc(F)cc1	-10	0	5	-44
50	CCOC(=O)c1cc(-c2ccccc2)nn1Cc1cc(CC)no1	25	x	61*	-1
51	Cc1ccc(-n2[nH]c(C)c(/C=N/N3C(=O)c4cccc5cccc(c45)C3=O)c2=O)cc1	-18	-1	x	3
52	COc1ccc(S(=O)(=O)Nc2ccc3c(c2)C(=O)N([C@H](C)CO)C[C@H](C)[C@H](CN(C)C(=O)Nc2c(C)noc2C)O3)cc1	-6	0	-2	5

entry	Xi reactivation	ERp5 block	RAD54 branch	E-sel inducer
46	0.3	5	9	-0.1
47	0.0	-12	-19	3.8
48	-0.4	-6	-2	3.6
49	-1.3	4	-2	u
50	0.3	1	3	0.0
51	0.0	4	-8	x
52	-0.9	22	8	0.4

Screening data from PubChem BioAssay.
